APJ antagonist – antagonists of human apelin receptor APJ, primary screen, CHO-K1 cells, beta-arrestin complementation, luminescence; P35414; inhibition, % at 20 µM; 0.32% of 330,000 active; AID 2521, 2010;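 active means inhibition above about 40% at 20 µM, limit read from the data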;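 further: cells challenged with 10 nM apelin-13 agonist together with compound; plate controls were apelin-13 plus DMSO wells for no effect and DMSO wells lacking apelin-13 for full effect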
tim23-1 inh – growth inhibitors of tim23-1 mutant yeast, primary screen, luminescence, uHTS; S. cerevisiae tim23-1 growth, BacTiter-Glo luminescence, 24 h; inhibition, % at 20 µM; 1.3% of 330,000 active; AID 463212, 2010;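 active means growth inhibition of the mutant yeast at or above 50%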;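 further: temperature-sensitive mutant grown at 25 °C; plate controls were DMSO-treated mutant yeast for no effect and medium wells lacking yeast for full effect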
697 NFkB inh – inhibitors of PMA/ionomycin-induced NF-kB reporter, 697 cells, primary screen, B-cell NF-kB inhibitor project, cell-based, luminescence, uHTS. 697 B-cell NF-kB luciferase reporter, 16 h. inhibition, % at 4 µM. 0.33% of 330,000 active. AID 435022, 2010; in the data active means inhibition above about 35%
XBP1 UPR activ – activators of adaptive XBP1 UPR arm, primary screen, cell-based, CHO-XBP1 luciferase reporter, luminescence, uHTS; 0.33% of 330,000 active; activation, % at 20 µM; IRE1-XBP1 UPR activation; percent of tunicamycin response, DMSO as zero;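 active means versus positive control, 20 µM dose yields 30% or more activation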;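 further: 100% = tunicamycin at 10 µg/mL and 0% = DMSO only wells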
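Signal: luciferase luminescence; Assay system: CHO-XBP1 luciferase reporter cells; Amount: one thousand reporter cells per well; Dosing: 20 µM single concentration, DMSO 1%; Benchmarks: high control tunicamycin 10 µg/mL final, low control DMSO vehicle only; Schedule: 6 h compound exposure at 37 °C, 5% CO2; Evaluation: percent activation relative to tunicamycin reference.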
Jurkat NFkB inh – inhibitors of induced NF-kB luciferase reporter, primary screen, TCR NF-kB activation inhibitor project, cell-based, luminescence, uHTS; Jurkat, PMA/ionomycin-induced NF-kB luciferase reporter; inhibition, % at 4 µM; 0.53% of 330,000 active; in the data active means inhibition above about 50%
APJ agonist – agonists of human apelin receptor APJ, primary screen, CHO-K1 cells, PathHunter beta-arrestin, luminescence; activation, % at 20 µM; 0% DMSO wells, 100% apelin; 0.11% of 330,000 active; P35414; AID 2520, 2010;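 active means activation more than six SD over the plate average, tested at 20 µM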;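 further: 0% = DMSO alone and 100% = apelin-13 at 10 nM; some results filed as inactive read as strong as hits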
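assay system = CHO-K1 APJ beta-arrestin complementation cell line | input = cell density 1000 per well | dosing = compound 20 µM once, DMSO 1% | timing = compound 90 min 25 °C, reagent 1 h | measured by = luminescence from split beta-galactosidase complementation, Galacton Star/Emerald II substrate | read-out basis = APJ agonist activity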
UPR CHOP act – activators of apoptotic CHOP UPR arm, primary screen, cell-based, CHO-CHOP luciferase reporter, luminescence, uHTS. activation, % at 10 µM. UPR activation; percent of tunicamycin response over DMSO baseline. 0.34% of 330,000 active;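 active means at 10 µM dose, activation of 40% or more, normalized to positive control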;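 further: 100% = tunicamycin at 10 µg/mL and 0% = DMSO alone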
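Assay system: CHO cells with stable CHOP pathway luciferase reporter; Buffer or medium: F12 plus 10% serum; Times: 16-18 h cell attachment, then 6 h compound exposure, 37 °C; Signal: luciferase luminescence; Read-out basis: percent activation relative to tunicamycin control; Control set: tunicamycin high control, DMSO low control.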
Mdm2-MdmX inh – inhibitors of human Mdm2-MdmX association, primary screen, cell-based, luminescence, split luciferase, SaOS-2, uHTS | Protein Mdm4 (Homo sapiens) + E3 ubiquitin-protein ligase Mdm2 (Homo sapiens), … | SaOS-2 split-luciferase Mdm2/MdmX complementation | inhibition, % at 8 µM | 3% of 330,000 active | AID 485346, 2010;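 active means inhibition of at least 50% at 8 µM in the primary screen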
Target sequence (O15151 whole entry, looked up): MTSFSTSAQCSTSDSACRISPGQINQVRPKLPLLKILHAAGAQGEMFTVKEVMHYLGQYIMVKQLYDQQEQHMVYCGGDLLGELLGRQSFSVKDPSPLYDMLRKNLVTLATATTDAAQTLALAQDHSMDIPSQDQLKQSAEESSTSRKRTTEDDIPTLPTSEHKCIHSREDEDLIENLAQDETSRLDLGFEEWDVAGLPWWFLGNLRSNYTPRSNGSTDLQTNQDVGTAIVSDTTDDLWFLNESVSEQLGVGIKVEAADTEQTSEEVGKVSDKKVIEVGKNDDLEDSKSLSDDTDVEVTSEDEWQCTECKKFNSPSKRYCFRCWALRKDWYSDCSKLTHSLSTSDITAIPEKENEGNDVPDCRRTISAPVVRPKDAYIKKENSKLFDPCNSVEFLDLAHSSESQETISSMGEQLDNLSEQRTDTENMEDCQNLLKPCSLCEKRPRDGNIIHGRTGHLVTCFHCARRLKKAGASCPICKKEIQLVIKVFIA
Target sequence (Q00987 whole entry, looked up): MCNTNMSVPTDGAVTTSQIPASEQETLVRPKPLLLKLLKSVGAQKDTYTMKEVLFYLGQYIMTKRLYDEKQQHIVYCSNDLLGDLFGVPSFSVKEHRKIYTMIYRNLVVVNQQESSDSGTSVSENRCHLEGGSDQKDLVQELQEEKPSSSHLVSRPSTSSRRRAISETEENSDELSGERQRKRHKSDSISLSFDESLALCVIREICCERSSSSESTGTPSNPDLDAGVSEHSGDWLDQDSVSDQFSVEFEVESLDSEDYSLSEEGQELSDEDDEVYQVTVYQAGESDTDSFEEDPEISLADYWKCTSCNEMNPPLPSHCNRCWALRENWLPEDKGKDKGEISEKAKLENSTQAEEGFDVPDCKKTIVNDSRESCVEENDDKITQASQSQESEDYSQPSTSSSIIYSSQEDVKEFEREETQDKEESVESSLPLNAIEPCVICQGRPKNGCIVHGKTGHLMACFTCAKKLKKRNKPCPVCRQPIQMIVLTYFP
The depositor's hits bear a star; & = joins results of further samples.

Preview, 3 compounds:
1	COc1ccc(-c2cc(C(=O)NN3CCOCC3)c3ccccc3n2)cc1OC
2	Cc1c(CN2CCc3c([nH]c4ccccc34)C2CC(C)C)cnn1C (stereo not drawn)
3	COc1ccc(S(=O)(=O)N[C@@H](CC(C)C)C(=O)O)cc1

assay / entry,1,2,3
APJ antagonist,6,11,15
tim23-1 inh,8,5,-1
697 NFkB inh,-10,3,1
XBP1 UPR activ,-5,-2,-4
Jurkat NFkB inh,-28,9,3
APJ agonist,4,-4,-6
UPR CHOP act,-0.3,0.0,-2.5
Mdm2-MdmX inh,-16,0,23

Main list, from the start:
1	COc1ccc(-c2cc(C(=O)NN3CCOCC3)c3ccccc3n2)cc1OC
2	Cc1c(CN2CCc3c([nH]c4ccccc34)C2CC(C)C)cnn1C (stereo not drawn)
3	COc1ccc(S(=O)(=O)N[C@@H](CC(C)C)C(=O)O)cc1
4	CCOC(=O)N1CCC(N2CC34C=CC(O3)C(C(=O)Nc3ccc(F)cc3)C4C2=O)CC1 (stereo not drawn)
5	Cc1ccccc1C(=O)OCc1nnc(-c2ccc(Cl)cc2)o1
6	COc1ccc(OC)c(C(=O)Cn2nnc3ccccc3c2=O)c1

assay / entry,1,2,3,4,5,6
APJ antagonist,6,11,15,2,-4,-6
tim23-1 inh,8,5,-1,9,20,-3
697 NFkB inh,-10,3,1,0,-19,-1
XBP1 UPR activ,-5,-2,-4,-1,-1,2
Jurkat NFkB inh,-28,9,3,-8,-4,8
APJ agonist,4,-4,-6,-2,-3,-4
UPR CHOP act,-0.3,0.0,-2.5,-0.5,-1.5,-0.6
Mdm2-MdmX inh,-16,0,23,-14,-18,3

7	O=C(c1ccco1)N1CCN(C(c2ccccc2Cl)c2nnnn2CC2CCCO2)CC1 (stereo not drawn)
8	Cc1nnc2c(-c3ccccc3)nc3ccccc3n12
9	CC(=O)c1sc2ccccc2c1OC(=O)c1ccco1
10	COC(=O)N/N=C/c1cc(C)n(-c2ccc(Br)cc2)c1C
11	Cc1cc(C)cc(NC(=O)CCN2C(=O)c3ccccc3C2=O)c1
12	Cc1ccc(OC(=O)c2cccc(C(=O)Oc3ccc(C)cn3)n2)nc1

assay / entry,7,8,9,10,11,12
APJ antagonist,-15,15,-19,11,4,-15
tim23-1 inh,12,20,21,33,5,8
697 NFkB inh,22,-4,5,7,11,17
XBP1 UPR activ,-1,3,-5,5,-2,-2
Jurkat NFkB inh,-7,-11,3,7,-17,9
APJ agonist,2,-2,-3,-4,-2,0
UPR CHOP act,-1.9,-0.1,-2.0,0.7,-2.0,3.0
Mdm2-MdmX inh,17,16,10,23,7,27

Reprinted at random: four compounds from above.
10	COC(=O)N/N=C/c1cc(C)n(-c2ccc(Br)cc2)c1C
9	CC(=O)c1sc2ccccc2c1OC(=O)c1ccco1
12	Cc1ccc(OC(=O)c2cccc(C(=O)Oc3ccc(C)cn3)n2)nc1
7	O=C(c1ccco1)N1CCN(C(c2ccccc2Cl)c2nnnn2CC2CCCO2)CC1 (stereo not drawn)

assay / entry,10,9,12,7
APJ antagonist,11,-19,-15,-15
tim23-1 inh,33,21,8,12
697 NFkB inh,7,5,17,22
XBP1 UPR activ,5,-5,-2,-1
Jurkat NFkB inh,7,3,9,-7
APJ agonist,-4,-3,0,2
UPR CHOP act,0.7,-2.0,3.0,-1.9
Mdm2-MdmX inh,23,10,27,17

Continuation:
13	CCOc1ccc2nc(Cl)c(C3CC(c4ccco4)=NN3S(=O)(=O)c3ccccc3)cc2c1 (stereo not drawn)
14	CCC(C)N(C)C1CCN(C(=S)Nc2cccc(SC)c2)CC1 (stereo not drawn)
15	COc1ccccc1-c1cc(C(=O)NCCc2ccccc2)no1
16	CCOC(=O)c1ccc(S(=O)(=O)N2CCN(C/C=C/c3ccccc3)CC2)cc1
17	O=C(c1ccccc1-c1ccccc1)N1CCN(c2ccccn2)CC1
18	CCCn1nc(C(=O)OCC(=O)c2ccccc2)c2ccccc2c1=O

assay / entry,13,14,15,16,17,18
APJ antagonist,-4,-8,-12,8,-16,-5
tim23-1 inh,25,-6,9,16,33,11
697 NFkB inh,-26,22,-78,5,-21,5
XBP1 UPR activ,-1,1,5,-4,-1,0
Jurkat NFkB inh,-10,1,-2,19,69*,-2
APJ agonist,-1,2,-8,-1,-3,3
UPR CHOP act,1.4,0.8,5.1,-2.5,-1.1,1.1
Mdm2-MdmX inh,-16,-15,-55,20,59*,7

19	O=C(CNCCN1CCOCC1)Nc1ccccc1Sc1ccccc1
20	O=C(CCSc1ccc(Cl)cc1)N1CCCCCC1
21	COc1cc(OC)c2ccc(=O)oc2c1C(CCN1CCCC1)c1ccc(N(C)C)cc1 (stereo not drawn)
22	CCOC(=O)N1CCN(C(=O)c2ccccc2NC(=O)c2ccc(Br)cc2)CC1
23	Cc1ccc(SCC(=O)NNC(=O)c2ccccc2)c(C)c1
24	CN(C)c1ccc(CNC(=O)c2cc(S(=O)(=O)N3CCCC3)cn2C)cc1

assay / entry,19,20,21,22,23,24
APJ antagonist,7,-18,3,-3,4,21
tim23-1 inh,14,22,12,5,10,-11
697 NFkB inh,-17,-58,7,0,-6,3
XBP1 UPR activ,1,6,3,-2,-1,-3
Jurkat NFkB inh,-1,-67,-5,5,-2,8
APJ agonist,-2,-6,-2,-3,2,-4
UPR CHOP act,-0.8,2.0,1.0,0.0,1.5,1.4
Mdm2-MdmX inh,-6,-107,3,-16,9,11

25	O=C(CN(C(=O)Cn1nnc(-c2cccs2)n1)c1ccc2c(c1)OCCO2)NCC1CCCO1 (stereo not drawn)
26	CCOc1cc(/C=C2/C(=O)ON=C2C)ccc1OCc1ccc(F)cc1
27	Cc1cccc(N2CCN(c3ccc4cc(S(=O)(=O)N5CCCCC5)ccc4n3)CC2)c1C
28	CCCN(N=Nc1cccc([N+](=O)[O-])c1)c1cccc([N+](=O)[O-])c1
29	O=S(=O)(Cc1ccccc1)N1CCc2ccccc21
30	C/C=C/C=C\C(=O)Nc1cccc(C2=NOC3(C2)C[C@@H](C(N)=O)N(C(=O)/C(C)=C/C)C3)c1 (stereo partly drawn)

assay / entry,25,26,27,28,29,30
APJ antagonist,-2,-17,14,13,13,-2
tim23-1 inh,9,46,10,-7,40,17
697 NFkB inh,-6,-33,-21,11,0,4
XBP1 UPR activ,-1,18,-4,-2,-1,-3
Jurkat NFkB inh,-4,-31,24,7,9,3
APJ agonist,-5,17,1,-1,-1,2
UPR CHOP act,11,24,-0.9,1.1,4.2,-1.3
Mdm2-MdmX inh,10,30,42,17,-33,-1

31	O=c1n(Cc2ccc(F)cc2)nc2n1-c1ccccc1SC2
32	Cc1ccc(N/C=C2\C(=O)N(c3ccc(F)cc3F)C(c3cccnc3)S2(=O)=O)cc1 (stereo not drawn)
33	O=C(Nc1ccc(F)cc1F)c1cc2n(n1)C(C(F)(F)F)C1CCCCC1N2 (stereo not drawn)
34	CCN(CC)N=Nc1ccc(S(=O)(=O)N2CCSC2C(=O)O)cc1 (stereo not drawn)
35	Cc1ccc(CNC(=O)C2CCN(c3nnc(N4CCCC4=O)s3)CC2)cc1
36	Cc1ccccc1NC(=O)CCS(=O)(=O)c1ccc(Br)cc1

assay / entry,31,32,33,34,35,36
APJ antagonist,19,-4,7,-26,7,8
tim23-1 inh,14,-24,3,18,3,3
697 NFkB inh,-28,-5,-74,-2,-7,-7
XBP1 UPR activ,1,-5,-3,1,-1,-3
Jurkat NFkB inh,7,5,-55,0,1,-2
APJ agonist,-4,1,-1,-2,-2,1
UPR CHOP act,0.2,0.0,2.6,1.1,-1.2,4.4
Mdm2-MdmX inh,17,0,25,-7,10,-12

37	C=CCSc1nnc(NC(=O)CCNC(=O)c2ccco2)s1
38	O=C(NCc1cccs1)c1cc2c(s1)-c1ccccc1OC2
39	COc1ccc(CNC(=O)C2CCC(=O)N(CCCN3CCCC3=O)C2)c(OC)c1 (stereo not drawn)
40	O=C(NCCCCC(NC(=O)c1ccc([N+](=O)[O-])cc1)C(=O)O)c1ccc([N+](=O)[O-])cc1 (stereo not drawn)
41	COC(=O)c1sc(NC(=O)COc2ccccc2OC)nc1C
42	COC(=O)c1sc2cnccc2c1N

assay / entry,37,38,39,40,41,42
APJ antagonist,12,11,13,-10,2,-11
tim23-1 inh,3,20,9,10,22,6
697 NFkB inh,9,-43,11,6,-20,9
XBP1 UPR activ,0,1,-1,-1,2,1
Jurkat NFkB inh,-6,-34,-1,17,-9,-2
APJ agonist,0,-3,-1,-1,3,-5
UPR CHOP act,0.2,2.4,2.7,-2.6,2.3,-2.3
Mdm2-MdmX inh,12,-46,8,19,-39,17

43	O=C(CCc1nnc(-c2ccc(-c3ccccc3)cc2)o1)N1CCCCC1
44	COC(=O)c1ccc(OC)c(CSc2nnc(COc3ccc(Cl)cc3)o2)c1
45	Cc1ccc(S(=O)(=O)N2CCN(c3ncnc4sccc34)CC2)cc1C
46	C=CCn1c(P(C)(=O)O)nc2ccccc21
47	CCC(=O)c1cc2c(cc1NC(=O)c1cccs1)OCCO2
48	O=C(c1ccccc1)C1Oc2ccccc2C2CC(c3cccs3)=NN12 (stereo not drawn)

assay / entry,43,44,45,46,47,48
APJ antagonist,-22,-2,11,-17&-18,12,4
tim23-1 inh,31,13,16,-10&6,13,18
697 NFkB inh,-38,4,-9,-4&-27,3,-7
XBP1 UPR activ,0,-2,-2,1&-1,5,4
Jurkat NFkB inh,-24,5,25,14&9,3,8
APJ agonist,-1,-2,13,-2&-2,-2,-3
UPR CHOP act,1.6,0.3,4.0,1.1&-0.3,-0.3,-0.6
Mdm2-MdmX inh,-35,23,23,27&-12,3,7

49	CC(C)c1ccc(N(C)C(=O)Cc2c(C(=O)O)n(C)c3ccccc23)cc1
50	Cc1nc2ccccn2c1-c1ccnc(=S)[nH]1
51	COc1ccc(F)cc1C(=O)C1CCCN(C(=O)CCc2ccccn2)C1 (stereo not drawn)
52	CC(C)Oc1cccc(C(=O)Nc2ccccc2N2CCOCC2)c1
53	S=c1[nH]nc(Cn2c(-c3ccccn3)nc3ccccc32)n1-c1ccc2c(c1)OCCO2
54	CCOC(=O)c1ccccc1NC(=O)CN1CCC(n2nnc3cc(C(F)(F)F)ccc32)CC1
55	CCOC(=O)c1nnn(-c2nc(N(C)C)nc(N(C)C)n2)c1C
56	Cc1ccc(-n2cccn2)c(CN2CCCC(CNC(=O)c3ccc(F)cc3)C2)c1 (stereo not drawn)
57	COCCCNC(=O)COc1ccc(S(=O)(=O)NCc2ccccc2)cc1Cl

assay / entry,49,50,51,52,53,54,55,56,57
APJ antagonist,3,13,-11,-4,12,0,-8,-2,-4
tim23-1 inh,20,1,-9,15,-12,2,30,1,6
697 NFkB inh,-5,22,-1,-18,-30,-18,24,0,-6
XBP1 UPR activ,-2,-1,0,0,-1,-1,3,-1,1
Jurkat NFkB inh,15,0,8,-7,-30,-2,-1,7,5
APJ agonist,-6,-1,-1,0,-2,1,-1,-4,0
UPR CHOP act,-0.7,-0.9,2.1,0.9,4.5,0.8,1.2,-1.0,1.1
Mdm2-MdmX inh,11,-8,14,4,-21,19,-18,-8,9
